Bioassay records from PubChem.
SENP7 block: blocks the human protease SENP7 | 1.5% of 330,000 active | inhibition, % at 5 µM | Q9BQF6 | recombinant SENP7, Z-RLRGG-aminoluciferin luminescence, 40 min | AID 434973;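 active = inhibition above about 50% at the single test dose, limit read from the data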;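 also: plate controls were DMSO with enzyme for no effect and no enzyme buffer wells for full effect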
Target sequence (Q9BQF6 706-1050 limits assumed): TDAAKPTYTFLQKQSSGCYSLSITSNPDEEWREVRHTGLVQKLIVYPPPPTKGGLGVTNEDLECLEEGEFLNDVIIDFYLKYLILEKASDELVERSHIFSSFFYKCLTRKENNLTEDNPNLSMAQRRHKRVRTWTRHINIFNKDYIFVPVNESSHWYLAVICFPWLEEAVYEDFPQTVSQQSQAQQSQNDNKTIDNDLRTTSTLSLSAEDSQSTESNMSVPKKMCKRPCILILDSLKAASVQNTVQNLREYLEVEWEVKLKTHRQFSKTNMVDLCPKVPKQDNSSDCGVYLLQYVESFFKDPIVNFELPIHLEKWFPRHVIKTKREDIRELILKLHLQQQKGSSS
SENP8 block-1: blocks the human protease SENP8 | Q96LD8 | inhibition, % at 10 µM | 1.2% of 330,000 active | AID 2540 | purified SENP8, Z-RLRGG-aminoluciferin cleavage, luminescence; in the data active = inhibition above about 50%
Target sequence (Q96LD8 whole entry, looked up): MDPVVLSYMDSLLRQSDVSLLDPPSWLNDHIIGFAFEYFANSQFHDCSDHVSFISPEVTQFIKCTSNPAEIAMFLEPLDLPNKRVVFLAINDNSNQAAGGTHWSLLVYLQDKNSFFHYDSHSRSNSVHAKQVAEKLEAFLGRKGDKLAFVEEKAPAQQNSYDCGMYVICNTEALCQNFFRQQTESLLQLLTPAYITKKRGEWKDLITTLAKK
SENP8 block-2: blocks human SENP8 cleavage of Nedd8 substrate; recombinant SENP8, Nedd8 substrate fluorescence; inhibition, % at 20 µM; AID 602440; 0.64% of 360,000 active; in the data active = inhibition mostly above about 40%, no sharp cut-off; inactive = mostly below about 27%
UBC13 polyUb: blocks human UBC13 polyubiquitin chain formation; 0.47% of 330,000 active; TR-FRET; inhibition, % at 20 µM; P61088; AID 485273; in the data active = inhibition above about 45%, passing the limit was not always enough
Target sequence (P61088 whole entry, looked up): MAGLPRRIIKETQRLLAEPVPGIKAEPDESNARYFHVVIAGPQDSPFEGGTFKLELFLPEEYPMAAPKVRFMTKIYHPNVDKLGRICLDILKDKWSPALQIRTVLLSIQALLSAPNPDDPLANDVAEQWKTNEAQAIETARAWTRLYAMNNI
SENP6 block: inhibitors of human SENP6 protease; Q9GZR1; Recombinant SENP6 catalytic domain, aminoluciferin luminescence; inhibition, % at 10 µM; 1.8% of 330,000 active; AID 2599;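 active = inhibition above about 50% at the single tested dose, limit read from the data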;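 also: plate controls were DMSO wells with enzyme for no effect and DMSO wells lacking enzyme for full effect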
PfG6PD inh: PfG6PD (Plasmodium falciparum) enzyme inhibition; 0.78% of 350,000 active; inhibition, % at 20 µM; AID 504690; PfGluPho enzyme, NADPH resazurin-diaphorase fluorescence;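 active = inhibition reaching at least a set limit at 20 µM in the primary screen, cut at about 59% in these data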;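 also: 0% = DMSO wells with substrate and 100% = DMSO wells lacking glucose-6-phosphate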
MIN6 prolif: MIN6 beta-cell proliferation induction; 0.29% of 330,000 active; proliferation, % at 10 µM; MIN6 cells proliferation, ATPlite luminescence, 48 h; cells starved in 0.2% serum; 100% = growth in 10% serum;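 active = compounds whose signal lies at least 3.5 SD above the mean of all wells on their plate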;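 also: 0% = DMSO-treated cells in low-serum medium and 100% = 10% serum control; some compounds called inactive have numbers as strong as hits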
HKDC1 inhibitor: inhibitors of human hexokinase HKDC1. Q2TB90. recombinant HKDC1, G6PDH/diaphorase resazurin coupled fluorescence. inhibition, % at 20 µM. 0.16% of 340,000 active;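 active = inhibition above about 35% when tested at 20 µM, limit read from the data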;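 also: plate controls were DMSO wells with enzyme for no effect and DMSO wells lacking enzyme for full effect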
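Test system: HK5 enzyme. Quantity: 5 µg/mL HK5 final. Reagent: glucose and ATP substrates. Schedule: 90 min reaction incubation at room temperature, dark. Technique: resazurin-to-resorufin fluorescence via G6PDH and diaphorase coupling, 525/613 nm. Control set: DMSO wells with and without enzyme mix.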
SENP1 FRET inh: blocks the human SENP1 SUMO protease catalytic domain; Q9P0U3; recombinant SENP1 catalytic domain, CyPet-SUMO1-YPet FRET cleavage; 0.21% of 360,000 active; inhibition, % at 10 µM;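 active = inhibition at least 30% at 10 µM, raw YFP signal under a set limit, fluorescence ratio 0.5 to 1.5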;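 also: 0% = enzyme with DMSO and 100% = no enzyme wells; some results filed as inactive read as strong as hits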
Target sequence (Q9P0U3 419-644 limits assumed): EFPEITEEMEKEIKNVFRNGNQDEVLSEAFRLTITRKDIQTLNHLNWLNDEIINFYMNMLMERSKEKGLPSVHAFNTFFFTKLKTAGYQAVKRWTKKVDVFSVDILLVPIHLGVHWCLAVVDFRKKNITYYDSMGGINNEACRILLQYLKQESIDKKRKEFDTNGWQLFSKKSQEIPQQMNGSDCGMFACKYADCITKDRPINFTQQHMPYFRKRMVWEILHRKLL
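Test system: hSENP1 catalytic domain, recombinant; Amount: 20 pM final SENP1 enzyme; Medium: Tris pH 8 buffer plus EDTA, NaCl, BME, BSA, NP40, catalase; Schedule: 50 min enzyme reaction, room temperature, light-protected; Technique: FRET fluorescence in CFP and YFP emission channels; Controls: no-enzyme wells low, DMSO-plus-enzyme wells high control.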
Active calls of the source: *; · = no result given.

Value order – SENP7 block | SENP8 block-1 | SENP8 block-2 | UBC13 polyUb | SENP6 block | PfG6PD inh | MIN6 prolif | HKDC1 inhibitor | SENP1 FRET inh
NC(=O)/C(=C\c1ccccc1)NC(=O)c1ccc(NC(=O)c2ccccc2)cc1
    -6 | 1 | -28 | 6 | -9 | -10 | 2 | -1 | -102
COc1ccc(CCN(Cc2cc3cc(C)ccc3[nH]c2=O)C(=O)N2CCCC2)cc1OC
    1 | 6 | -36 | 4 | -3 | -17 | 1 | 1 | -1
CC1(OC(=O)C2CCCC2)C(=O)C=C2C=C(c3ccsc3)N(Cc3ccco3)C=C2C1=O (stereo not drawn)
    10 | 7 | -7 | -44 | 6 | 42 | -4 | 26 | -57
N/N=C1\CCCc2nonc21
    1 | -8 | 4 | 6 | -6 | 6 | 1 | -11 | 2
Cc1cccc(NC(=O)c2cccc(C(F)(F)F)c2)c1
    35 | 19 | 4 | -3 | -6 | 42 | 0 | -6 | 1
COC(CN(C(=O)CCl)C(C(=O)NC1CCCCC1)c1ccccc1C)OC (stereo not drawn)
    -3 | -8 | 13 | 7 | -10 | 28 | 0 | -2 | 0
CCOC(=O)Cc1csc(NC(=O)CN2C(=O)c3ccccc3S2(=O)=O)n1
    0 | 1 | 12 | 6 | -2 | 6 | 1 | 2 | 1
COC(=O)[C@H](CC(C)C)NC(=O)Nc1ccc(F)cc1
    8 | 6 | 16 | -7 | -8 | -11 | -2 | -8 | 6
COc1ccc(C(=O)NC2CCN(C(=O)NCc3ccccc3)CC2)cc1
    5 | 0 | 8 | -2 | -26 | 17 | 0 | -4 | 2
Cc1c(NC(=O)c2ccccc2N(C)S(=O)(=O)c2ccccc2)c(=O)n(-c2ccccc2)n1C
    6 | 2 | 1 | 4 | -5 | 0 | 1 | -3 | 2
O=C(NC1CCCC1)C(c1cccs1)N(C(=O)c1ccco1)c1ccc2c(c1)OCO2 (stereo not drawn)
    -9 | -13 | 7 | 1 | -20 | 5 | -2 | 12 | 1
CCc1ccc2c(c1)C(c1ccc([N+](=O)[O-])cc1)=NNC(c1ccccc1)=N2
    1 | -2 | 15 | -1 | 9 | 0 | 0 | -12 | 3
COC(=O)c1ccc(C)c(NC(=O)Cc2coc3cc(OC)ccc23)c1
    -5 | -8 | -14 | -3 | 5 | -10 | -2 | -4 | -1
CCOc1ccc(N(CC(=O)N2CCN(c3ccccc3F)CC2)S(=O)(=O)c2c(C)noc2C)cc1
    7 | -4 | 11 | -5 | 14 | -12 | -4 | 2 | 0
Nn1c(SCC(=O)Nc2c(F)cc(F)cc2Br)nnc1C1CCCCC1
    7 | 1 | 3 | 2 | 14 | 20 | -2 | -1 | 1
Cc1cc(C(C)(C)C)cc(C)c1CCNC(=O)c1ccc[n+]([O-])c1
    -6 | 6 | -1 | 0 | -18 | -6 | 0 | 2 | -2
COc1ccc(OCC(=O)Nc2ccc(NC(=O)c3ccco3)c(C)c2)cc1
    -4 | -11 | 10 | 0 | -35 | -13 | -2 | 2 | 0
O=C1NC[C@@H](c2ccccc2)OC(=O)[C@@H](Cc2ccc(F)cc2)C/C=C\C[C@@H]1CC(=O)N(CCO)Cc1ccccc1
    5 | 2 | 17 | 8 | -7 | 1 | -5 | -2 | 1
COCCn1c(N2CCN(c3ccc(OC)cc3)CC2)nc2c1c(=O)[nH]c(=O)n2C
    -1 | -1 | 26 | 4 | -22 | -2 | 2 | 2 | 2
Cc1ccc(S(=O)(=O)Cc2ccc(C(=O)N3CCN(c4ccc(F)cc4)CC3)o2)cc1
    -4 | -3 | 5 | -11 | -20 | 4 | -7 | -1 | -2
CCOC(=O)N1CCN(C(=O)Nc2ccc3nc(-c4ccccn4)c(-c4ccccn4)nc3c2)CC1
    -4 | 1 | -454 | -12 | -3 | 11 | 2 | 6 | -23
N/C(Cc1ccc(Cl)cc1Cl)=N\OC(=O)Cc1ccc(Cl)cc1
    14 | -7 | 17 | 18 | 2 | 12 | 5 | -12 | 3
CC(=O)/C(=C\N(C)C)Sc1ccc(Cl)cc1
    8 | 6 | 15 | -1 | -7 | 8 | -1 | -3 | 2
Cc1cc(SCC(=O)OC(C)C(=O)N(C)c2ccccc2)nc2ccccc12 (stereo not drawn)
    -10 | -8 | 13 | 11 | -23 | -9 | -1 | -1 | 0
CCOc1ccc(CN2CCC(n3nccc3NC(=O)c3ccccc3OC)CC2)cc1
    2 | 4 | 5 | 1 | 9 | -3 | -2 | 1 | -1
Cc1ccc(NC(=O)Cn2cnc3c(cnn3C(C)(C)C)c2=O)cc1
    6 | 1 | 34 | -3 | 5 | -15 | -3 | 1 | -1
COc1ccc(NC(=S)Nc2ccc(OC(F)F)cc2)cn1
    13 | -1 | -5 | -7 | 8 | 4 | 2 | 1 | -1
Cc1ccc(F)cc1CNC(=O)C1CCC(=O)N(CC2CCCCC2)C1 (stereo not drawn)
    -3 | -10 | 9 | -1 | 1 | -17 | 6 | 1 | 1
CCOC(=O)[C@H]1[C@H]2COc3ccc(C)cc3[C@@H]2N2C(=O)c3ccc(F)cc3NC(=O)[C@@]12C
    11 | -12 | -69 | -15 | -3 | 4 | -5 | 8 | 0
O=C(Cc1coc2ccc3ccccc3c12)Nc1nnc(C2CC2)s1
    1 | 6 | -4 | -1 | -6 | -8 | 0 | -2 | -27
CC1Cc2ccccc2N1C(=O)COC(=O)c1cccnc1Cl (stereo not drawn)
    7 | 8 | 1 | 4 | -6 | 5 | 0 | -9 | 1
O=C(COc1ccc(F)cc1Cl)Nc1ccc(S(=O)(=O)Nc2nccs2)cc1
    -9 | -6 | 1 | -7 | 1 | -21 | 3 | 4 | -1
Cc1ccc(N(CCC#N)C(=O)COC(=O)c2nc3nc(C)cc(C)n3n2)cc1
    1 | -4 | 6 | 0 | -10 | 1 | 2 | -3 | -2
Cc1ccsc1C1CC(=O)NC2=C1C(=O)CC(C)(C)C2 (stereo not drawn)
    0 | 4 | -1 | -2 | -8 | -9 | 0 | -3 | 0
CCOC(=O)C1=C(C)NC2=C(C(=O)C(C(=O)OCC)C(c3cccc(OC)c3)C2)C1c1ccccn1 (stereo not drawn)
    -2 | 2 | -350 | 3 | -1 | 5 | -3 | 5 | -53
Clc1ccc(CN(CC2CCCO2)C(c2cccs2)c2nnnn2C2CCCC2)cc1 (stereo not drawn)
    2 | 2 | 6 | 0 | -6 | -4 | 4 | 3 | -1
COc1ccccc1CNC(=O)C1CCCN(S(=O)(=O)c2cccc3nsnc23)C1 (stereo not drawn)
    10 | -1 | -1 | -13 | -3 | 2 | 1 | -4 | -16
O=C(O)c1cccc2c1C(=O)N(C1CCCC1)C2
    1 | 2 | 7 | -4 | 3 | -19 | -2 | -8 | 1
COc1ccc(/C=C(\C#N)c2c[nH]c3ccccc23)cc1
    · | · | -251 | · | · | 22 | · | -1 | -27
Cc1ccc(N(C(=O)c2csnn2)C(C(=O)NC2CCCC2)c2cccnc2)cc1 (stereo not drawn)
    0 | 0 | 10 | -2 | 5 | 2 | -2 | -8 | -3
O=C(NCCN1CCOCC1)c1cc2n(n1)C(C(F)(F)F)CC(c1ccc(F)cc1)N2 (stereo not drawn)
    -2 | 6 | 0 | 6 | 3 | -4 | -2 | -4 | 2
CCCCNC(=O)CCCCCNS(=O)(=O)c1ccc(Br)cc1
    7 | 8 | -7 | 8 | -11 | 0 | 3 | -5 | 4
COC(=O)c1ccccc1NC(=O)CSc1n[nH]c(CC(C)C)n1
    -11 | -6 | 2 | -1 | -10 | -9 | -4 | 0 | 3
COc1ccc(C(=O)CCC(=O)N2CCN(c3ccccc3)CC2)cc1
    18 | -11 | 8 | -7 | -9 | 2 | 2 | -3 | 2
COc1ccc(-c2noc(CSc3nc(N)cc(=O)[nH]3)n2)cc1
    7 | 4 | 9 | -6 | -9 | -2 | -2 | 0 | 3
COc1cccc(CN(C)S(=O)(=O)c2ccccc2Br)c1
    12 | · | 10 | · | · | 21 | · | 16 | 0
O=C(NCCc1c[nH]c2ccccc12)/C(=C/c1cccnc1)NC(=O)c1ccccc1
    -7 | -9 | -5 | -3 | -5 | -9 | -1 | -6 | 1
CC[C@]12C(=O)N(C)C[C@H]([C@@H]3C(=O)N(Cc4ccccc4)C(=O)[C@@H]31)N2C(=O)c1ccccc1
    · | · | 5 | · | · | -4 | · | -3 | 0
Nc1ccc2c(c1)sc1ccccc12
    -4 | -11 | -43 | -26 | 8 | 24 | -4 | -2 | 22
CCCCSc1nc2ccccc2n1CC(=O)O
    0 | 3 | 24 | -2 | -6 | -5 | 0 | 3 | 0

The list continues:
Value order – SENP7 block | SENP8 block-1 | SENP8 block-2 | UBC13 polyUb | SENP6 block | PfG6PD inh | MIN6 prolif | HKDC1 inhibitor | SENP1 FRET inh
CN(Cc1ccc(F)cc1)C(=O)CCc1nnc(-c2ccccc2)o1
    -5 | -12 | 11 | -4 | -7 | -5 | 1 | -2 | 2
C[C@]12c3[nH]c4cc(-c5ccco5)ccc4c3CCN1C(=O)[C@@H](CC(=O)NCCN1CCOCC1)C[C@@H]2C(=O)N1CCCCC1
    -3 | · | -327 | · | · | -3 | · | 0 | -2
CCOc1ccc2[nH]c3c(NCCN(CC)CC)ncnc3c2c1
    -1 | 0 | -285 | 16 | -2 | 12 | 1 | 3 | -6
Cc1c(NC(=O)/C=C/c2ccc(S(=O)(=O)N3CCOCC3)cc2)c(=O)n(-c2ccccc2)n1C
    -6 | -4 | 3 | -1 | 9 | 3 | -1 | -5 | 0
Cc1ccc(C(=O)N(CC(C)C)c2nc3ccccc3s2)o1
    1 | 1 | -4 | 16 | 3 | 15 | -2 | 2 | 0
C(=C\c1ccccc1)/CNCC1CCCO1 (stereo not drawn)
    6 | 6 | 6 | 15 | -6 | 8 | 1 | -3 | 1
COc1ccc(Cl)cc1NC(=S)N(CCN1CCOCC1)C1CCN(C(C)=O)CC1
    2 | 3 | 10 | 4 | 12 | -6 | -2 | -3 | 6
COc1ccc(NC(=O)CSc2ncn(-c3ccccc3)n2)cc1Cl
    8 | 5 | 13 | -14 | 93* | 3 | -1 | 10 | 1
